Dicer processing: inhibitors of human Dicer processing of pre-microRNA | 47,000 tested, 6% active | cat-ELCCA pre-miR-21 Dicer processing, chemiluminescence; stronger effect = higher value | z-score at 25 µM | AID 1347074 | Q9UPY3; in the data active means z-score above about 3, passing the limit was not always enough;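 further: plate controls were vehicle for no effect and no enzyme for full effect; higher signal means more uncleaved substrate so more Dicer inhibition; strong numbers were not always called active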
Target sequence (Q9UPY3 whole entry, looked up): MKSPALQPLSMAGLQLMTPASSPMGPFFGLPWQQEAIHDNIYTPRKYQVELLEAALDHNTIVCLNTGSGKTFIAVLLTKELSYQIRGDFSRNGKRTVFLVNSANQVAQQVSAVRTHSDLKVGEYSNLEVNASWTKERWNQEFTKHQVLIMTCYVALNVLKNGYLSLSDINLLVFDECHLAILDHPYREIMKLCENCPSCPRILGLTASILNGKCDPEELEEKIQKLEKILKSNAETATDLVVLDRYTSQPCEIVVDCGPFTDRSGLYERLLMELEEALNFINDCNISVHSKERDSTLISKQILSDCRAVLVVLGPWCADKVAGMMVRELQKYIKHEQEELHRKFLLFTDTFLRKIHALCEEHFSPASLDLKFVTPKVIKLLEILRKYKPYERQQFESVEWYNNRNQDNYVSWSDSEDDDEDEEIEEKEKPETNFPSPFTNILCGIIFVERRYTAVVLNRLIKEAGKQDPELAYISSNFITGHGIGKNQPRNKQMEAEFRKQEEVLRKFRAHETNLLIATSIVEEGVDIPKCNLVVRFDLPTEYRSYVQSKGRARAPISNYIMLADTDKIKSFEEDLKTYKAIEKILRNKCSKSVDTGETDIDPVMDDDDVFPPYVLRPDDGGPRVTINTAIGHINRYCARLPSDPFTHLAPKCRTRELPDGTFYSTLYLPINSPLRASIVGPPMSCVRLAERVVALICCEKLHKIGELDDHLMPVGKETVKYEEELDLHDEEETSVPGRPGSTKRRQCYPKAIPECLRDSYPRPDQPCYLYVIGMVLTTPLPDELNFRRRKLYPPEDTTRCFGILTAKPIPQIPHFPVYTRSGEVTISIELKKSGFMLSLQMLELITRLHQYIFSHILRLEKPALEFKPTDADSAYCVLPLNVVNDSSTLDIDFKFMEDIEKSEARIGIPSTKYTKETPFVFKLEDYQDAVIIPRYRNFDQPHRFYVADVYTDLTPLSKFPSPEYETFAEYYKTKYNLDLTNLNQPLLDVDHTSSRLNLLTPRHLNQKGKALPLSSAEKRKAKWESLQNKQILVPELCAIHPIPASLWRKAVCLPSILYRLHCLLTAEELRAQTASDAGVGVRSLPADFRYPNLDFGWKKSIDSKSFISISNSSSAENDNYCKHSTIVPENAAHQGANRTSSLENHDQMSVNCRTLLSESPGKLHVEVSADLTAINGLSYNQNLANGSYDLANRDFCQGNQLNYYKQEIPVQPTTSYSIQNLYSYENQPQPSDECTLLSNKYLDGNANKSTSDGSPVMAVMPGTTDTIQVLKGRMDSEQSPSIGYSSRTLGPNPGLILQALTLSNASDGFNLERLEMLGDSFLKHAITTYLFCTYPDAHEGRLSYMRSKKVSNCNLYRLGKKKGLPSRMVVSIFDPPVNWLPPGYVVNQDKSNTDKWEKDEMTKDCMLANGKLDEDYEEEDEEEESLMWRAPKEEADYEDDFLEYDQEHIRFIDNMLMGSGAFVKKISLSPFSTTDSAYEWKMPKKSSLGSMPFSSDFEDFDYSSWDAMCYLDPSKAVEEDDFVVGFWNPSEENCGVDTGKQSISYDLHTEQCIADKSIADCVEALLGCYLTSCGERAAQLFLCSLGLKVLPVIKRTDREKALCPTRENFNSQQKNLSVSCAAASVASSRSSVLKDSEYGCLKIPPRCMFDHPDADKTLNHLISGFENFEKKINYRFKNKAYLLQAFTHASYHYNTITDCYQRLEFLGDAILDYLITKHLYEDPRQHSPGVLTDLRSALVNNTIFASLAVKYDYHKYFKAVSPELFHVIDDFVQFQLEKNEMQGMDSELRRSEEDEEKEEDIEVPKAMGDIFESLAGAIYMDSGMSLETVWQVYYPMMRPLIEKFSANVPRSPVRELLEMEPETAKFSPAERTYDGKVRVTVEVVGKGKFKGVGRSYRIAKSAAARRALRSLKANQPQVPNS
The depositor's hits bear a star; & = joins results of further samples. Only part of the results is shown, so the mix of outcomes need not match the whole.

SMILES | Dicer processing
COc1cc(C2CC(=O)Nc3nc(N)[nH]c(=O)c32)ccc1OCc1ccc(C)cc1 (stereo not drawn) | 0.98
O=C(c1ccc(Br)o1)N(Cc1ccccc1)Cc1ccccc1 | -0.28
CC(C)CCC(C(N)=O)C1=NC(C)(C)Cc2ccccc21 (stereo not drawn) | -0.38
O=[N+]([O-])c1cnc(Sc2nnc(-c3ccc(Cl)cc3)o2)s1 | 1.24
O=C(O)c1ccc([N+](=O)[O-])c(CS(=O)(=O)c2ccccc2)c1 | -0.78
Cc1ccc(OCC(=O)O)cc1Cl | -1.23
O=[N+]([O-])c1ccc2c(c1)S(=O)(=O)CC2Sc1ccc(Cl)cc1 (stereo not drawn) | -0.38
CCN(CC)C(=O)Oc1nnc(SC(C)C)n1-c1ccc(Cl)c(Cl)c1 | 5.72
Cc1nc2ccccc2c2c1C(=O)N(c1cccc(C(=O)OCC(=O)C(C)(C)C)c1)C2=O | -1.54
Nc1c(C(=O)Nc2cccc(Cl)c2)sc2nc3c(c(-c4cccnc4)c12)CCC3 | -0.4
COc1ccc(O)c(C2=NN3C(C2)c2cccc(OC)c2OC3c2cc(OC)ccc2OC)c1 (stereo not drawn) | 2.92
COc1ccc(-n2cc(-c3ccccc3)[nH]c2=S)c(OC)c1 | -5.12
O=C(CSc1nc2sc3c(c2c(=O)[nH]1)CCCC3)N1CCN(CCO)CC1 | 1.7
Cc1cc(C)c(OCC(O)CNC(C)(C)C)c(C)c1 (stereo not drawn) | 0.22
O=C(CN1CCOCC1)Nc1c(C(=O)C2CC2)oc2ccccc12 | 1.35
O=c1cc(N2CCOCC2)oc2c(-c3ccccc3)cccc12 | -0.6
Cc1ccnc2c1NC(=O)c1cccnc1N2C1CC1 | -0.07
CC1=C(C(=O)OCC2CCCO2)C(c2cccc(O)c2)C2=C(CC(C)(C)CC2=O)N1 (stereo not drawn) | 3.1*
COc1ccc(N2C(=O)C3CC=C(Cl)CC3C2=O)cc1 (stereo not drawn) | -0.6
Cc1nc2cc(Cl)ccc2c(=O)n1Cc1ccncc1 | 1.87

Some of the entries so far, field by field.
> Cc1ccnc2c1NC(=O)c1cccnc1N2C1CC1
  Dicer processing = -0.07
> CC1=C(C(=O)OCC2CCCO2)C(c2cccc(O)c2)C2=C(CC(C)(C)CC2=O)N1 (stereo not drawn)
  Dicer processing = 3.1*

Later entries:
SMILES | Dicer processing
Cc1cc(C)c(C#N)c(N2CCOCC2)n1 | -0.19
O=C(NC(=O)c1c(F)cccc1F)Nc1ccc(Br)cc1F | 0.21
Cc1ccc(C(=O)CC2(O)C(=O)Nc3ccc(Br)cc32)cc1 (stereo not drawn) | 0.55
COc1cc(C(F)(F)F)c(-c2noc(=O)n2-c2ccc(C)cc2C)cn1 | -1.77
CCN=C(NCC)Nc1ccc(Cl)cc1 | -0.08
CCN(CC)c1nc2c(s1)C(=O)CC(C)(C)C2 | -0.24
CCc1ccc(C2C(C#N)=C(C)NC3=C2C(=O)CC(c2ccccc2)C3)cc1 (stereo not drawn) | 0.27
CCOC(=O)c1nc(C)nc(Sc2n[nH]c(-c3ccc(C(C)(C)C)cc3)n2)c1C | -0.69
CNc1ccc(Br)cc1-c1nc2ccccc2[nH]c1=O | 2.66
O=C(Nc1ccc(OC(F)(F)F)cc1)Nc1ccc(C2=NCCO2)cc1 | 8.58
O=C(COc1ccc2oc3c(c2c1)CCCC3)Nc1ccccn1 | 0.53
CNC(=O)c1cc(Cl)ccc1I | -0.19
Cn1cc(-c2ccccc2C(N)=O)c(=O)c2ccccc21 | 2.79
CCCCCCCc1c(O)c2cccc3c2n(c1=O)CCC3 | -0.37
CCOC(=O)c1cc(C#N)c(Nc2ccc(C)cc2)nc1C(F)(F)F | -1.15
O=C(Cn1c(=Nc2ccc(F)cc2)oc2ccccc2c1=O)c1ccccc1 | -0.93
CC1(C)OC(=O)C(=NNc2cc(C(F)(F)F)cc(C(F)(F)F)c2)C(=O)O1 | 5.13*
N#CC(C#N)=NNc1cc(C(F)(F)F)ccc1OCC(F)(F)F | 2.22
O=[N+]([O-])c1c(N2CCOCC2)ccc2nsnc12 | -0.77
Cc1nc2ccccc2n1C/C=C/c1ccccc1 | -0.02
Cc1ccc(S(=O)(=O)N(C)c2c(C)ccc(S(=O)(=O)n3nc(C)cc3C)c2C)cc1 | -0.24
CS(=O)(=O)Nc1ccc([N+](=O)[O-])cc1Oc1ccccc1 | -1.21
CO/N=C(\C(=O)N[C@@H]1C(=O)N2C(C(=O)O)=C(COC(C)=O)CS[C@H]12)c1csc(N)n1 (stereo in doubt) | -3.61&-0.82
COc1ccc(-c2cc3ncc(-c4ccc(OC)c(OC)c4)c(N)n3n2)cc1 | -0.09
O=[N+]([O-])c1ccc(-c2nnnn2Cc2ccccc2)cc1 | 0.28
CSC1=NCCCN1C(=O)c1c(-c2ccccc2)noc1C | 0.08
Cn1c2c(c(=O)n(C)c1=O)C(c1cccc(OC(=O)c3ccccc3)c1)C1=C(N2)c2ccccc2C1=O (stereo not drawn) | 0.51
COc1ccc(C2CC(c3cccc(OC)c3)n3nc(N)nc3N2)cc1 (stereo not drawn) | -0.08
COc1nccnc1NS(=O)(=O)c1ccc(NCc2cc(Cl)ccc2O)cc1 | 3.71*
CC(O)c1nc2ccccc2n1CCCOc1ccccc1 (stereo not drawn) | 1.44
Cc1c(NC(=O)CCC(=O)O)c(=O)n(-c2ccccc2)n1C | 0.64
Cc1ccc(Cn2c(=O)oc3ccccc32)cc1 | -0.05
Cc1ccc(C2(O)C(=O)c3ccccc3C2=O)c(O)c1C | 0.32
CCOC(=O)C1=C(C)N(c2ccc(OCC)cc2)C(=O)C1 | 2.27
OC(CNCCNc1ccc(C(F)(F)F)cn1)Cn1ccc2ccccc21 (stereo not drawn) | -0.59
Cc1ccc(NC(c2cccnc2)c2ccc3cccnc3c2O)cc1C (stereo not drawn) | -0.31
N/C(=N/S(=O)(=O)c1cc(C(F)(F)F)cc(C(F)(F)F)c1)c1ccc(Cl)cc1 | 1.95
CC(C)(C)c1ccc(-c2ncc(-c3cccc([N+](=O)[O-])c3)s2)cc1 | 0.03
C=C(C)Cn1c(CN2CCOCC2)nc2c1c(=O)n(C)c(=O)n2C | -1.89
N#Cc1c(OCC(F)(F)F)ccc(SCc2ccccc2Cl)c1OCC(F)(F)F | -1.16
O=C1ON(c2ccccc2)C(=O)/C1=C/c1ccccc1 | 0.17
Nc1cccc2c(-c3ccccc3)ccnc12 | -0.42
Cc1nn(-c2ccccc2C(F)(F)F)c(=O)c2noc(C)c12 | -0.15
C(=N\Nc1ncnc2sc(-c3ccccc3)cc12)/c1cccs1 | 1.08
Cc1[nH]c2[nH]n(-c3ccccc3)c(=O)c2c(=O)c1CCC(C)C | -0.07
CSc1c(C#N)c(-c2cccs2)nn1CNC(=O)Nc1cc(C(F)(F)F)cc(C(F)(F)F)c1 | -0.78
CNc1ccccc1C(=O)NNC(=O)c1cccnc1Oc1ccccc1 | 0.45
CC(C(=O)O)c1ccc(CC2CCCC2=O)cc1 (stereo not drawn) | -0.56
O=C(CNC1CCCCC1)Nc1cc(Cl)cc(Cl)c1 | -0.25
O=C1CC(c2ccc(Cl)cc2)Cc2nc(N3CCc4ccccc4C3)ncc21 (stereo not drawn) | -1.5

Remaining list, next part.
SMILES | Dicer processing
O=C(Nc1ccccc1F)NC1CCCc2ccccc21 (stereo not drawn) | 4.6*
CC(=NCCc1ccc(Cl)cc1)c1ccccc1O | 5.19*
CCCCCCCN=C(C)c1ccccc1O | 0.07
COc1ccc(OC)c2c(=O)cc(C(=O)O)[nH]c12 | -0.65
CCN(CC)CCNS(=O)(=O)c1c(C)c(C)c(C)c(C)c1C | 2.72
CN1CCN(c2ccc(NC(=O)Cc3ccccc3)cc2)CC1 | 0.16
N#CC(C(=O)c1ccccc1Cl)=C1SCCS1 | 0.33
CCc1ccnc(NS(=O)(=O)c2ccc3c(c2)CCO3)c1 | -9.24
O=C1NC(c2ccc(OCc3ccccc3)cc2)Nc2sc3c(c21)CCCC3 (stereo not drawn) | 3.59*
COc1ccc(C(=O)Oc2cccc3cccnc23)cc1Cl | 4.37*
COc1ccc2c(c1OC)C(=O)OC2Nc1ccc(S(N)(=O)=O)cc1 (stereo not drawn) | 0.73
COc1cccc(C2CC(=O)C3=C(C2)NC(C)=C(C(=O)OCCOC(C)C)C3c2ccc(C)s2)c1 (stereo not drawn) | -0.29
Cn1ncc(Br)c1C(=O)O | -0.72
Cc1nnc(N2C(=O)c3oc4ccccc4c(=O)c3C2c2cccc(Cl)c2)s1 (stereo not drawn) | -0.52
O=C(NCCN1CCOCC1)C(=O)NCc1ccco1 | -0.4
COc1cccc(OC)c1-c1nn(-c2ncc(C(F)(F)F)cc2Cl)c(=O)o1 | 1.02
Cc1ccc(Nc2ncnc3ccccc23)cc1C | -0.99
C/C(N)=N/S(=O)(=O)c1c(C)c(C)c(C)c(C)c1C | -1.52
COc1cc(C2NC(=O)c3c(sc4c3CCCC4)N2)cc(OC)c1OC (stereo not drawn) | -0.42
CC1=CC(C)(C)N(S(=O)(=O)c2ccc(C)cc2)c2cc3c(cc21)OCO3 | 3.26*
COc1ccc(CNC2(NC(=O)c3ccc(C(F)(F)F)cc3)C(=O)c3ccccc3C2=O)cc1 | 0.66
NC(=S)NNC(=O)c1cccc(C(F)(F)F)c1 | 33.4*
CS(=O)(=O)N(CCc1ccc(Cl)cc1)S(C)(=O)=O | 2.79
COc1ccc(C2C3CCc4ccccc4C3=NN2C(=O)CSc2nnc(-c3ccncc3)o2)cc1 (stereo not drawn) | 0.3
COc1ccc(Nc2ccnc3ccccc23)cc1 | 3.59*
CCc1nnc(-c2cccc([N+](=O)[O-])c2)o1 | -0.21
CC(C)CNC(=O)C1Sc2nnc(-c3ccccc3)n2NC1c1ccccc1 (stereo not drawn) | 0.09
COC(=O)C1=C(C)NC2=C(C(=O)CC(C)(C)C2)C1c1ccc(OCc2ccccc2)cc1OC (stereo not drawn) | -0.23
O=C1c2ccccc2C(=O)C1C(C[N+](=O)[O-])c1c(Cl)cccc1Cl (stereo not drawn) | -0.15
O=C(Nc1ccc(Oc2ccc(Cl)cc2C2CCCCC2)nc1)C1CCCCC1 | -1.2
C/C(=N\Nc1ccccc1)c1c(O)cc(C)oc1=O | 0.74
O=C(NNc1nccc(C(F)(F)F)n1)Nc1cccc(Cl)c1 | 0.62
Nc1nc2c(C(=O)N3CCOCC3)nnn2c2ccccc12 | 0.86
Cc1ccccc1COc1ncnc2cc(Cl)ccc12 | 1.04
c1ccc(-c2ccc(-c3nc(-c4cccnc4)no3)cc2)cc1 | 3.16*
COc1ccc(C(C[N+](=O)[O-])Sc2cccc(N)c2)cc1 (stereo not drawn) | -4.62
CC(=O)n1nccc1-c1cc(-c2ccccc2)no1 | 2.44
O=C1c2cccc3cccc(c23)C12OCCS2 (stereo not drawn) | 2.14
COc1ccc(/C=C2\C(=O)Nc3ccccc32)cc1OC1CCCC1 | -2.96
CCCCCc1c(C)[nH]n(-c2nc(C)cc(C)n2)c1=O | -0.18

Quoted at random: 6 compounds from above, in no set order.
SMILES | Dicer processing
C/C(=N\Nc1ccccc1)c1c(O)cc(C)oc1=O | 0.74
CC(=O)n1nccc1-c1cc(-c2ccccc2)no1 | 2.44
COc1ccc(/C=C2\C(=O)Nc3ccccc32)cc1OC1CCCC1 | -2.96
Nc1nc2c(C(=O)N3CCOCC3)nnn2c2ccccc12 | 0.86
O=C1c2cccc3cccc(c23)C12OCCS2 (stereo not drawn) | 2.14
c1ccc(-c2ccc(-c3nc(-c4cccnc4)no3)cc2)cc1 | 3.16*

(cont.)
SMILES | Dicer processing
CCOC(=O)c1cc(Cl)c(NC(=O)C(F)(F)F)c(Cl)c1 | -0.05
CCOc1ccccc1Nc1n[nH]c(=S)s1 | -0.17
COc1ccc(Br)cc1/C=N/N=C/c1cc(Br)ccc1OC | 0.54
CCOC(=O)c1c(NC(=S)NCc2ccccc2)sc2c1CCN(C(=O)OCC)C2 | 3.67*
COc1cc2c(cc1OC)C1(C)N(CC2)C(C(C)=O)=NN1c1ccc(Cl)cc1 (stereo not drawn) | -2.27
CCC(C)N(C)C(=O)c1cc2ccccc2c(-c2ccccc2Cl)n1 (stereo not drawn) | 1.26
CCOC(=O)c1c(NC(=O)Nc2ccc(C)cc2)sc2c1CCC(C)C2 (stereo not drawn) | 0.58
COCCc1ccc(OCC(O)CNC(C)C)cc1 (stereo not drawn) | 1.19&0.54
CC(C)NC(=O)N(Cc1cccs1)Cc1cccc(Cl)c1Cl | 0.18
CN(C(=O)Nc1ccc(Cl)cc1)n1cnc2ccccc2c1=O | 1.2
Nc1ccc2nc(-c3cccnc3)[nH]c2c1 | 0.6
CC(c1ccccc1)C1CC(=O)N(Cc2ccccc2)C1=O (stereo not drawn) | 1.07
CC(C)(C)S(=O)(=O)/C(C#N)=C/Nc1ccc(OC(F)(F)F)cc1 | 0.56
NC(=O)c1cc(Cl)c(C(=O)O)[nH]c1=O | -0.37
COc1cccc2c1OC(c1cccs1)N1N=C(c3ccccc3O)CC21 (stereo not drawn) | 1.33
Cc1nnc2c3c4c(sc3ncn12)CC(C)CC4 (stereo not drawn) | 0.82
OC(CNC1CCN(Cc2ccccc2)CC1)CSc1ccc(F)cc1 (stereo not drawn) | 0.35
COCCOC(=O)Cn1nnc2sc3c(c2c1=O)CCC(C)C3 (stereo not drawn) | 0.73
Cc1cc(S(=O)(=O)NN)c(Cl)cc1Cl | -0.2
CCOC(=O)CSc1n[nH]c(CN2c3ccccc3Sc3ccccc32)n1 | -0.73
CCOC(=O)C(=CNc1cc(C(F)(F)F)ccc1N1CCOCC1)C(=O)OCC | 0.06
CSc1nnc2c(n1)OC(C)=Nc1ccc(Br)cc1-2 | 1.93

Looked up above:
COCCOC(=O)Cn1nnc2sc3c(c2c1=O)CCC(C)C3 (stereo not drawn) in Dicer processing shows 0.73
OC(CNC1CCN(Cc2ccccc2)CC1)CSc1ccc(F)cc1 (stereo not drawn) in Dicer processing shows 0.35
CC(C)(C)S(=O)(=O)/C(C#N)=C/Nc1ccc(OC(F)(F)F)cc1 in Dicer processing shows 0.56

From PubChem
